From PubChem
KinaseGlo FLuc = counter-screen: inhibitors of Kinase-Glo firefly luciferase | Kinase-Glo luciferase, ATP luminescence, 8 min | Potency, µM (doses to about 38.3 µM), for inactives: top-dose activity change, negative = inhibition, actives largely listed as inhibitors | actives 0.28% (n = 200,000) | AID 1379; also: % is scaled to controls: 0 for no effect and ±100 for the full control effect; nearly all actives have a fitted effect of over 60% in size
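Recombinant Kinase-Glo luciferase, 10 uM ATP (linear range), luciferin; imidazole pH 7.2 / KCl / MgCl2 / Tween / BSA buffer; 8 min RT; luminescence.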
SMN2 splice up = SMN2 splice variant enhancement | HEK293 SMN2-luciferase splicing reporter, luminescence, 30-36 h | Potency, µM (doses to about 46.1 µM), for inactives: at the top dose activity change, positive = activation, hits mostly activators | actives 2.8% (n = 210,000); also: % of control where 0% means no effect; nearly all actives have a fitted effect of over 55% in size
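HEK293 cells carry an SMN2 […]–luciferase reporter in which exon 7 inclusion puts luciferase in frame. Cells were plated 10-12 h before compound addition, then incubated 30-36 h at 37C. ONE-Glo luminescence was read; sodium butyrate at 4.5 mM final served as control.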
KDM4E inh = blocks human JMJD2E demethylase activity; B2RXH2; JMJD2E catalytic domain, FDH-coupled NADH fluorescence (FDH is formaldehyde dehydrogenase); Potency, µM (highest dose often 57.1 µM), inactives show top-dose activity change, negative = inhibition, most hits filed as inhibitors; actives 1.6% (n = 230,000); AID 2147; active = well fitted inhibition curve with a large enough effect, not every such curve was filed as active; inconclusive = small, poorly fitted or top-dose-only effect, or another doubt; inactive = no such curve, though single readings can be large or run the other way;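 also: 0% = wells with enzyme and -100% = buffer wells without enzyme; nearly all actives have a fitted effect of over 50% in size; many of its hits are not listed in these tables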
Target sequence (B2RXH2 1-337 limits assumed): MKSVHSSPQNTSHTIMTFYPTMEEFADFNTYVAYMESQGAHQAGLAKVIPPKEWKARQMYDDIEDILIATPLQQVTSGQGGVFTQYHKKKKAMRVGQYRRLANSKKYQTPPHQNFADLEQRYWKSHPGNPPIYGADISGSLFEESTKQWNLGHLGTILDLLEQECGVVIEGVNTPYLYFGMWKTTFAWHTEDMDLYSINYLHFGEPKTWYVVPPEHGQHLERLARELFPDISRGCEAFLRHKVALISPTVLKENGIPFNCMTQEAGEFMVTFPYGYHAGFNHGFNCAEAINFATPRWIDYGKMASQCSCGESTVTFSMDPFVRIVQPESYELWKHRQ
Tau fibril ThT = blocks human tau fibril formation measured by thioflavin T; Potency, µM (doses to about 57.4 µM), for inactives: at the highest dose activity, negative = inhibition, usual class: inhibitors; P10636; recombinant tau K18 P301L, heparin-induced fibrillization, ThT fluorescence; actives 2.1% (n = 270,000); AID 1460; also: % is scaled to controls: 0 for no effect and ±100 for the full control effect; nearly all actives have a fitted effect of over 55% in size
Target sequence (P10636 561-689 P618L limits assumed): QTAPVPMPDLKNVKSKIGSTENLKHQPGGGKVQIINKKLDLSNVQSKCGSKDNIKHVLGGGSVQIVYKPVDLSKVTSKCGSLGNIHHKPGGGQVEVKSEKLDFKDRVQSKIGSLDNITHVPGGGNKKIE
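Fibril formation assay: tau K18 P301L at 15 uM with trace Alexa 594 label, heparin inducer 20 uM, pH 7 sodium acetate buffer, 37 C for 6 hr; endpoint ThT signal.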
ALDH1A1 block = ALDH1A1 (human) enzyme inhibition; Purified ALDH1A1, NADH fluorescence, propionaldehyde substrate; Potency, µM (highest dose often 75.3 µM), for inactives: at the highest dose activity, negative = inhibition, actives largely listed as inhibitors; actives 7.3% (n = 220,000); active = well fitted inhibition curve with a large enough effect, not every such curve was filed as active; inconclusive = small, poorly fitted or top-dose-only effect, or another doubt; inactive = no such curve, though single readings can be large or run the other way;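 also: plate controls were no enzyme wells and a reference inhibitor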
RECQ1 inh = inhibitors of human RECQ1 DNA helicase; P46063; RECQ1 DNA unwinding, red fluorescence kinetic read; Potency, µM (highest dose often 57.3 µM), for inactives: at the top dose activity, negative = inhibition, most hits filed as inhibitors; actives 0.54% (n = 240,000); AID 2549;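 also: plate controls were vehicle for no effect and no enzyme for full effect; nearly all actives have a fitted effect of over 30% in size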
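RECQ1T1 50 nM; forked duplex (20 bp + 30-nt ss tails) 200 nM, ATP 2 mM final; pH 8.0, 2 mM MgCl2, 2.5 ug/ml poly(dI-dC); 15 min compound preincubation; discontinuous kinetic read over 2 h at RT.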
Lamin A splicing = modulators of lamin A splicing. HeLa LMNA splicing GFP/RFP minigene ratio, 48 h. Potency, µM (titrated, usually from 46.1 µM), for the others: at the top dose ratio change, negative = inhibition, usual class: inhibitors. actives 0.01% (n = 200,000); active = well fitted inhibition curve with a large enough effect in the signal ratio, with a control signal flat, not every such curve was filed as active; inconclusive = small, poorly fitted or top-dose-only effect, or effect the other way, or a change in a side signal; the % refers to the signal ratio; also: % is scaled to controls: 0 for no effect and ±100 for the full control effect
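S3 HeLa stable clones carrying a lamin A-EGFP splicing minigene plus DsRed2 were seeded at 600 cells/well in Opti-MEM with 2% FBS, pin-dosed and incubated 48 h at 37°C. Acumen cytometry (488 nm) gave the GFP/RFP total-intensity ratio.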
L3MBTL1 block = inhibitors of human L3MBTL1; Q9Y468; AlphaScreen L3MBTL1–H3K9me1 peptide binding; Potency, µM (doses to about 57.1 µM), for the others: top-dose activity, negative = inhibition, most hits filed as inhibitors; actives 0.66% (n = 230,000); also: % is scaled to controls: 0 for no effect and ±100 for the full control effect; nearly all actives have a fitted effect of over 60% in size
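L3MBTL1 50 nM + b-AHA-H3(1-15)K9me1 75 nM, 30 min RT; compound added, 30 min RT; streptavidin donor/Ni-chelate acceptor beads 10 ug/mL each final, 30 min RT dark; AlphaScreen read.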
* marks the source's active call; other numbers are inactive results; [ ] = dose if it differs, or a comment. Unless noted, calls follow the shape of the dose curve; as a rule, active = well fitted curve in the direction sought with a large enough effect; inconclusive = small, poorly fitted or top-dose-only effect, or another doubt; inactive = no such curve, though single readings can be large; an effect the other way counts as inactive or inconclusive. Potency is read from the fitted curve at half-maximal effect. Only part of the results is shown (hit frequency here may not be typical).

Results for COc1cc(/C=C/C(=O)c2ccc(Cl)s2)cc(OC)c1O ?
KinaseGlo FLuc: 1.9%; SMN2 splice up: -26.1%; KDM4E inh: -12.7%; Tau fibril ThT: 14.1µM*; ALDH1A1 block: inconclusive; RECQ1 inh: -16.2%; Lamin A splicing: inconclusive

What do the screens show for `Nc1cccnc1Oc1ccccc1F`?
KDM4E inh: -3.6%; Tau fibril ThT: -3.9%; RECQ1 inh: -5.7%; L3MBTL1 block: 3.3%

What do the screens show for `COc1ccccc1CN1CCN(C(CC(C)C)c2nnnn2Cc2cccs2)CC1` (stereo not given)?
KinaseGlo FLuc: 1.3%; SMN2 splice up: -12.9%; KDM4E inh: -8.4%; Tau fibril ThT: -1.7%; ALDH1A1 block: -13.7%; RECQ1 inh: -16.7%; Lamin A splicing: -6.9%; L3MBTL1 block: -7.6%

Results for CCc1c(C)c(C#N)c2nc3ccccc3n2c1NCCN(C)C ?
KinaseGlo FLuc: -3.0%; SMN2 splice up: -29.1%; KDM4E inh: inconclusive; Tau fibril ThT: -4.8%; ALDH1A1 block: inconclusive; RECQ1 inh: -2.8%; Lamin A splicing: -20.7%; L3MBTL1 block: 9.7%[11.4 µM]

Results for CCN1CCn2c1nc(N1CCCCC1)nc2=O ?
KinaseGlo FLuc: 2.3%; SMN2 splice up: 16.0%; KDM4E inh: 6.6%; Tau fibril ThT: 1.4%; ALDH1A1 block: 5.3%; RECQ1 inh: -4.6%; Lamin A splicing: 10.7%; L3MBTL1 block: -2.7%

Results for CCOC(=O)c1nnn(CC(=O)Nc2cccc(F)c2)c1C(=O)OCC ?
KinaseGlo FLuc: -3.6%; SMN2 splice up: 3.2%; KDM4E inh: 0.3%; Tau fibril ThT: -1.7%; ALDH1A1 block: 6.6%; RECQ1 inh: inactive; Lamin A splicing: 4.1%

How did CCCN(CCC)S(=O)(=O)c1cccc(-c2csc(C)n2)c1 do in these assays?
KDM4E inh: -4.4%; Tau fibril ThT: -12.1%; RECQ1 inh: -11.5%; L3MBTL1 block: 56.0%[activator]

How did N#C/C(=C(/O)COC(=O)CSc1ccc(Cl)cc1)c1nc2ccccc2[nH]1 do in these assays?
KinaseGlo FLuc: -0.6%; SMN2 splice up: -9.3%; KDM4E inh: -8.0%; Tau fibril ThT: -17.9%; ALDH1A1 block: 4.2%; RECQ1 inh: -11.5%; Lamin A splicing: -9.0%; L3MBTL1 block: 5.6%

What do the screens show for `COc1ccc(C(=O)N2CCC3(CC2)CN(c2ncccn2)C3)cc1`?
KinaseGlo FLuc: -1.8%; SMN2 splice up: -8.5%; ALDH1A1 block: inconclusive; RECQ1 inh: inactive

Results for O=C(CCSc1ccccc1)Nc1nnc(-c2cccs2)o1 ?
KDM4E inh: inconclusive; Tau fibril ThT: -11.2%; ALDH1A1 block: -9.2%; RECQ1 inh: -13.1%; L3MBTL1 block: 7.1%

How did CC1=Nc2cc(C(=O)O)ccc2Sc2c(C)ccc(C)c21 do in these assays?
KinaseGlo FLuc: 3.1%; SMN2 splice up: 300.3%; KDM4E inh: -4.9%; Tau fibril ThT: -9.1%; ALDH1A1 block: -3.7%; RECQ1 inh: -1.3%

Results for N#CCSc1nc2c(sc(=S)n2Cc2ccco2)c(=O)n1-c1ccc(F)cc1 ?
KinaseGlo FLuc: -0.1%; SMN2 splice up: -11.6%; KDM4E inh: 5.7%; Tau fibril ThT: -14.1%; ALDH1A1 block: -1.4%; RECQ1 inh: -7.6%; Lamin A splicing: 14.8%[0.0737 µM]; L3MBTL1 block: -1.4%

How did N/C(=N\OC(=O)CCC1CCCCC1)c1ccc([N+](=O)[O-])cc1 do in these assays?
KinaseGlo FLuc: -0.6%; SMN2 splice up: 0.9%; KDM4E inh: 9.4%; Tau fibril ThT: inconclusive; ALDH1A1 block: -15.7%; RECQ1 inh: 2.9%; Lamin A splicing: 15.4%; L3MBTL1 block: -2.8%

Results for C=CCNC(=O)c1ccc(-n2cccc2)cc1 ?
KinaseGlo FLuc: 1.6%; SMN2 splice up: 24.7%; KDM4E inh: 12.0%; Tau fibril ThT: -6.0%; ALDH1A1 block: 5.7%; RECQ1 inh: inactive; Lamin A splicing: inconclusive; L3MBTL1 block: -13.2%

What do the screens show for `O=C(COc1ccc(Cl)cc1Cl)NCCCCc1ccccc1`?
KinaseGlo FLuc: 1.4%; SMN2 splice up: 6.4%; KDM4E inh: 4.9%; Tau fibril ThT: -15.8%; ALDH1A1 block: inconclusive; RECQ1 inh: -16.5%; Lamin A splicing: inconclusive; L3MBTL1 block: 37.1%[activator]

Results for CCCCCC(=O)Nc1nc2ccccc2[nH]1 ?
KinaseGlo FLuc: -2.8%; SMN2 splice up: 14.1µM*; KDM4E inh: 23.6%; Tau fibril ThT: -24.6%; ALDH1A1 block: inconclusive; RECQ1 inh: -11.2%; Lamin A splicing: -10.3%; L3MBTL1 block: -4.8%

How did OC1(c2cn(Cc3ccccc3)nn2)CCCCC1 do in these assays?
KinaseGlo FLuc: -2.6%; SMN2 splice up: 5.8%; KDM4E inh: 5.2%; Tau fibril ThT: -13.3%; ALDH1A1 block: 8.8%; RECQ1 inh: -4.4%; Lamin A splicing: 8.6%; L3MBTL1 block: -5.3%
